Screening results as filed in PubChem.
UBC13 inh: human UBC13 polyubiquitination inhibition; 330,000 compounds, 0.47% hits; UBC13 polyubiquitin chain formation, TR-FRET; P61088; inhibition, % at 20 µM; AID 485273; in the data active = inhibition above about 45%, passing the limit was not always enough
Gli-Sufu block: Gli-Sufu pathway antagonism; Sufu-KO-LIGHT fibroblasts, Gli luciferase reporter luminescence; 340,000 compounds, 0.74% hits; inhibition, % at 5 µM;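 active = inhibition above about 55%, limit read from the data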;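 note: 0% = DMSO-treated cells and 100% = wells with medium but no cells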
697 NFkB inh: inhibitors of the PMA/ionomycin-induced NF-kB reporter in 697 B cells. 697 B-cell NF-kB luciferase reporter, 16 h. inhibition, % at 4 µM. 330,000 compounds, 0.33% hits; in the data active = inhibition above about 35%
SENP7 inh: blocks the human protease SENP7. Q9BQF6. recombinant SENP7, Z-RLRGG-aminoluciferin luminescence, 40 min. inhibition, % at 5 µM. 330,000 compounds, 1.5% hits;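 active = inhibition above about 50% at the single test dose, limit read from the data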;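 note: plate controls were DMSO with enzyme for no effect and no enzyme buffer wells for full effect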
HKDC1 inh: inhibitors of human hexokinase HKDC1; Q2TB90; recombinant HKDC1, G6PDH/diaphorase resazurin coupled fluorescence; inhibition, % at 20 µM; 340,000 compounds, 0.16% hits; AID 493160;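 active = inhibition above about 35% when tested at 20 µM, limit read from the data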;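 note: plate controls were DMSO wells with enzyme for no effect and DMSO wells lacking enzyme for full effect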
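Test system: recombinant HKDC1 (HK5) hexokinase enzyme, produced in-house / Doses: 20 µM test compound, 1% DMSO / Timing: 90 min, room temperature / Detection: G6PDH/diaphorase-coupled fluorescence, 1 mM NADP, 100 µM resazurin, 525/613 nm / Control set: DMSO wells with and without enzyme mix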
Jurkat NFkB inh: inhibitors of the PMA/ionomycin-induced NF-kB reporter in Jurkat cells; 330,000 compounds, 0.53% hits; AID 435003; PMA/ionomycin-induced NF-kB luciferase reporter, luminescence; inhibition, % at 4 µM
Apaf-1 inh: blocks human Apaf-1 apoptosome activity. reconstituted apoptosome caspase-3 activity, DEVD-Rh110 fluorescence. inhibition, % at 20 µM. 330,000 compounds, 0.71% hits; active = inhibition of at least 40% at 20 µM;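 note: plate controls were DMSO wells for no effect and DEVD-CHO caspase inhibitor wells for full effect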
Target sequence (O14727 whole entry, looked up): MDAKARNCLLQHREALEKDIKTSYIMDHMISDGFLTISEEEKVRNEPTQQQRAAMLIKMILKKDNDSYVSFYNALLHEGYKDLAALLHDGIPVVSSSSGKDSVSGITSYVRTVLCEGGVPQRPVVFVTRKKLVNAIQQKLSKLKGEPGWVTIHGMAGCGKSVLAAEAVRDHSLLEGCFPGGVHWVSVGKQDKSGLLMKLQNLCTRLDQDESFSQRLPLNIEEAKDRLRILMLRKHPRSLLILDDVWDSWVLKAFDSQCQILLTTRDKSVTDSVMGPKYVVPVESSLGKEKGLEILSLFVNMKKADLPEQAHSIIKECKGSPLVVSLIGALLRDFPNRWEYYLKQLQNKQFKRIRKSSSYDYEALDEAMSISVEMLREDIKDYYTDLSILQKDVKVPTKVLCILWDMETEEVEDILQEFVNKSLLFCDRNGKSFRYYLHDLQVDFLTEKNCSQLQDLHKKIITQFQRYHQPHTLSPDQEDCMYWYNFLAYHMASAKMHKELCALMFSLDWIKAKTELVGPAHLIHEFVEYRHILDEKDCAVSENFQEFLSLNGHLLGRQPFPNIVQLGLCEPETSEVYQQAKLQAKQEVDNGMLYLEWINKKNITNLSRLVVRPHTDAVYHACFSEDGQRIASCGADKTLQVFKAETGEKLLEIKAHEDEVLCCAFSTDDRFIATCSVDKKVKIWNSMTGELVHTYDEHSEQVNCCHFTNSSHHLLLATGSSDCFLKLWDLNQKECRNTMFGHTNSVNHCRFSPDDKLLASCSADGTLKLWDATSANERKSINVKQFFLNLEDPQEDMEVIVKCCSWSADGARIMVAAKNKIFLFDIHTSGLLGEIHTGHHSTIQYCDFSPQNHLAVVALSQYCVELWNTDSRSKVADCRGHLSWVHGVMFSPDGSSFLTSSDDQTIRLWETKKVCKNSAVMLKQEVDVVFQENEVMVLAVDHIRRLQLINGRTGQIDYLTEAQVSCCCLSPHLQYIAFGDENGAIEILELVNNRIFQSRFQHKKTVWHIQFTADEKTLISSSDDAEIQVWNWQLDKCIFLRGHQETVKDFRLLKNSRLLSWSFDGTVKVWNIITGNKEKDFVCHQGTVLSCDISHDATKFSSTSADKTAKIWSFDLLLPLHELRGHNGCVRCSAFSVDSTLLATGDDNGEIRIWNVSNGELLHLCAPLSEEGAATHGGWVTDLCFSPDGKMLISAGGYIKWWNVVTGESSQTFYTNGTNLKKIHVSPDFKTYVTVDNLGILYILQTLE
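System: reconstituted apoptosome with Apaf-1, cytochrome c, caspase-9, procaspase-3, dATP; Signal: Rh110 fluorescence intensity; Schedule: 30 min compound preincubation, 50 min activation, room temperature; Reagent: cytochrome c trigger plus (Z-DEVD)2-Rh110 caspase-3 substrate.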
SENP8 inh: SENP8 protease inhibition | 330,000 compounds, 1.2% hits | AID 2540 | purified SENP8, Z-RLRGG-aminoluciferin cleavage, luminescence | inhibition, % at 10 µM | Q96LD8
Numbers without * were called inactive; . = not tested or not shown. Cut-off read from the data, not from the text of the source, unless noted: active = inhibition above about 50%; inactive = the rest. An unsorted share of the library (roughly 3.6% active in at least one column).

SMILES	UBC13 inh	Gli-Sufu block	697 NFkB inh	SENP7 inh	HKDC1 inh	Jurkat NFkB inh	Apaf-1 inh	SENP8 inh
COc1ccc(-c2sc3cc(OC)c(OC)cc3c2-c2ccc(O)cc2)cc1	10.3	17.2	-15.6	-0.6	-3.5	-8.3	17.5	-14.6
O=C(CCN1C(=O)/C(=C/c2ccc(F)cc2)SC1=S)Nc1cc([N+](=O)[O-])ccc1O	-27.6	0.3	-4.2	-2.6	5.4	0.2	14.5	-9.4
Cc1c(C(=O)N(C)C(C)c2ccccn2)oc2c(F)cccc12 (configuration not stated)	-3.3	-0.2	-43.6	-6.9	-5.1	-36.3	-0.6	-5.3
COc1cccc(-c2c(-c3cc(OC)cc(OC)c3)n(C)c3ccc(-c4ccc5[nH]ccc5c4)cc23)c1	12.3	8.8	17.4	-10.3	-2.0	2.6	-1.3	-13.5
CN(C)S(=O)(=O)c1cccc(COc2ccccc2C(=O)Nc2ccccc2)c1	10.1	38.1	7.6	-0.6	4.8	2.1	-0.3	4.2
Cc1cc(NC(=O)c2cc(-c3ccc(OC(C)C)cc3)nc3ccccc23)no1	16.1	-15.8	-34.0	-4.3	-1.4	-42.9	20.8	-1.8
CCSc1nnc(-c2c[nH]c3ccccc23)o1	5.1	-14.3	-102.5	27.9	2.8	-77.0	9.1	20.9
NS(=O)(=O)c1ccc(CCNC(=O)COC(=O)/C=C/c2ccc(OC(F)F)cc2)cc1	3.2	-9.7	-19.4	-7.0	-3.0	5.5	0.0	15.5
Cc1cccc(C)c1Nc1nnc(SCC(=O)NC(=O)c2cccn2C)s1	-9.0	-4.9	-30.7	-1.1	7.8	-11.6	5.4	-1.3
Cc1ccc(NC(=O)C2CCCN2C(=O)OCc2ccccc2)cc1F (configuration not stated)	-0.7	-15.2	-14.4	11.9	-0.2	14.3	-0.9	-2.4
Cc1nn(C)c(C(=O)N/N=C/c2ccc(-c3ccccc3)cc2)c1Cl	3.5	-3.1	5.4	48.4	-5.3	-4.6	-11.1	-8.6
N/C(=N/O)c1nc(N2CCCC2)nc(N2CCCC2)n1	1.7	-0.3	-17.1	9.9	0.2	-5.5	10.0	-9.3
N#Cc1ccc(NC(=O)COC(=O)C2Cc3ccccc3CN2C(=O)c2ccccc2)cc1 (configuration not stated)	-1.3	8.8	0.0	2.5	-0.3	21.8	7.2	0.8
CCC(=O)Nc1sc2c(c1C(N)=O)CCN(C(C)=O)C2	-5.5	-3.0	21.0	2.9	-5.0	15.2	7.9	4.1
N#CC1=C(N)Oc2n[nH]c(-c3cccs3)c2C1c1cccnc1 (configuration not stated)	5.8	8.1	4.2	-1.0	-1.3	0.1	5.2	-5.2
C=CCn1c(COc2ccccc2)nnc1SCC(=O)Nc1ccc2c(c1)OCCO2	9.3	-9.9	-9.0	1.6	0.5	13.3	8.4	-4.5
Cc1cc2nc(C)c3c(n2n1)CCC3	-4.1	40.8	4.1	-8.6	-1.3	4.2	-2.9	-1.2
COc1cc(/C=C/CN2CCN(Cc3ccc(C)o3)C(CCO)C2)ccc1O (configuration not stated)	1.8	6.6	10.0	0.2	-12.8	-0.8	-13.0	2.7
CN(CC(=O)Nc1ccccc1Cl)C(=O)COC(=O)C1CC1	-1.2	-10.5	12.0	-4.5	-3.7	-4.3	-9.0	-9.6
CC(C)(C)NC(=O)Cn1c(=O)n(CC(=O)NC(C)(C)C)c2ccccc21	1.6	1.9	17.6	6.2	-7.5	-15.2	8.8	1.2
Cc1cc(NC(=O)CCC(=O)N(Cc2ccco2)C(C)(C)C(=O)NC2CCCCC2)no1	-3.4	9.8	-10.6	-1.9	-0.9	3.6	-2.4	-7.1
CCOc1ccc(N2CC(C(=O)Nc3ccc(S(=O)(=O)N4CCCC4)cc3)CC2=O)cc1 (configuration not stated)	0.0	-6.0	11.0	16.5	1.0	12.9	16.1	-2.6
COc1ccc(Oc2ccc(NC(=O)c3ccccc3C)cc2)cc1	3.8	-6.5	10.2	-1.7	3.5	19.6	-2.6	-7.1
c1ccc(-n2cnnc2SCc2cn3cccnc3n2)cc1	14.4	-11.2	10.0	-0.3	0.7	13.2	-0.5	9.0
CC(Oc1ccc(Br)cc1)C(=O)NC1CCN(Cc2ccccc2)CC1 (configuration not stated)	2.3	23.7	9.2	2.2	-0.1	14.1	8.1	5.6

Grouped by structure: the entries above with a furan ring, fused or not.
SMILES	UBC13 inh	Gli-Sufu block	697 NFkB inh	SENP7 inh	HKDC1 inh	Jurkat NFkB inh	Apaf-1 inh	SENP8 inh
Cc1c(C(=O)N(C)C(C)c2ccccn2)oc2c(F)cccc12 (configuration not stated)	-3.3	-0.2	-43.6	-6.9	-5.1	-36.3	-0.6	-5.3
COc1cc(/C=C/CN2CCN(Cc3ccc(C)o3)C(CCO)C2)ccc1O (configuration not stated)	1.8	6.6	10.0	0.2	-12.8	-0.8	-13.0	2.7
Cc1cc(NC(=O)CCC(=O)N(Cc2ccco2)C(C)(C)C(=O)NC2CCCCC2)no1	-3.4	9.8	-10.6	-1.9	-0.9	3.6	-2.4	-7.1

New compounds follow.
SMILES	UBC13 inh	Gli-Sufu block	697 NFkB inh	SENP7 inh	HKDC1 inh	Jurkat NFkB inh	Apaf-1 inh	SENP8 inh
O=c1cc(CN2CC(O)Cc3ccc4ccccc4c32)nc2sccn12 (configuration not stated)	-6.9	10.0	-2.6	-4.5	1.6	-5.7	-1.8	-4.7
CCN(CC)c1ccc2cc(-c3nc(-c4ccc(OC)cc4)cs3)c(=O)oc2c1	-63.1	-46.0	-50.5	-1.7	-5.5	10.3	-0.5	-4.6
COC(=O)C1CC(O)CN1S(=O)(=O)c1cccs1 (configuration not stated)	-5.4	14.8	-0.2	-7.9	-5.1	-5.5	2.0	-14.9
Cc1cc(C)nc(SCc2ccc3nonc3c2)n1	-4.2	-29.1	3.1	-0.4	5.5	9.5	3.9	2.2
C=CCN(CC=C)CCCOc1ccc(Br)cc1Cl	11.2	8.4	8.8	-4.9	-11.5	-0.8	5.5	9.4
NC(=O)c1ccc2nc(NC(=O)c3ccc(N)cc3)sc2c1	7.6	-39.3	-14.6	-2.5	-6.7	-15.4	-4.9	-6.0
COc1ccc(-c2csc3ncn(-c4ccc(C)cc4)c(=O)c23)cc1OC	13.1	-4.9	23.9	-6.7	-3.6	1.4	-9.0	-0.9
O=C1CC(C(=O)Nc2ccccc2)N=C(N2CCOCC2)N1 (configuration not stated)	-3.0	7.9	-10.0	1.8	-0.5	2.1	5.6	2.6
CCOc1cc(CNCCO)cc(Br)c1OCc1ccc(Cl)cc1Cl	56.0*	-21.8	7.9	-4.8	-0.6	27.9	38.4	-10.1
Cc1cc(C)n2nc(C(=O)OCC(=O)Nc3ccc(F)cc3F)nc2n1	-5.5	-6.5	20.5	0.1	-4.3	5.0	-2.4	-0.6
O=C(NNC(=S)NC(=O)c1ccc(F)cc1)c1ccncc1	-23.9	-0.5	-5.4	0.8	-7.9	-8.6	-2.9	-2.7
CCOC(=O)N1CCN(C(=O)CCNS(=O)(=O)c2ccc(C)c(C)c2)CC1	-6.4	-5.7	18.9	-8.5	9.9	2.4	-4.9	-4.6
Cc1csc(=Nc2cccnc2)n1CC1CCCCC1	-4.1	2.6	-19.1	3.5	-4.7	-10.3	16.3	-3.0
COc1ccc(-c2c3c(=O)n(C)c(=O)n(C)c3cn2N2CCOCC2)cc1	-5.6	10.4	5.1	6.3	-2.5	4.5	-0.2	-0.9
O=C1NC(Cc2ccc(O)cc2)c2nc3ccc(Cl)cc3c(=O)n2-c2ccc(Cl)cc21 (configuration not stated)	6.2	.	-8.5	2.3	.	2.5	-42.1	3.1
CC1(c2nnc(-c3ccc(Cl)cc3)o2)CC(c2c(Cl)cccc2Cl)=NO1 (configuration not stated)	12.0	-3.5	15.3	-3.7	-2.6	-1.4	8.6	-7.9
COc1ccc(-n2c(SCCC#N)nnc2-c2cc(Cl)ccc2OC)cc1Cl	-1.5	7.4	-7.8	-1.9	3.3	18.0	12.8	-8.3
COc1ccc(C2C(C(=O)c3ccco3)=C(O)C(=O)N2CCCn2ccnc2)c(OC)c1 (configuration not stated)	-45.9	-5.7	-24.6	-3.8	-0.2	-11.4	57.2*	-2.9
O=C1NC(=O)/C(=C\c2ccc(OCc3cccc(C(=O)O)c3)c(Cl)c2)N1	1.0	-121.2	-54.9	77.4*	4.3	37.6	2.8	90.5*
S=C(Nc1ccc(Br)cc1Cl)N1CCN(c2ccccn2)CC1	2.6	-3.1	6.8	-0.2	-7.6	-4.3	7.3	3.8
Cn1nnc2c(N3CCCCC3)nccc21	7.3	3.5	-7.6	15.6	3.6	-17.9	0.0	-7.5
COc1ccccc1N1CCN(C(c2ccccc2)c2nnnn2CCc2ccccc2)CC1 (configuration not stated)	-7.5	6.8	-8.9	-11.2	3.9	-15.0	22.3	-5.0
O=C(Nc1ccc(Br)cc1)c1ccc2ncsc2c1	10.2	-109.0	-111.4	-0.6	6.9	-29.1	1.6	2.2
CCN(CC)CCCn1c2c(c(SCC(=O)N3CCc4ccccc43)nc1=O)CCC2	-1.3	17.8	10.7	-7.9	-2.4	14.4	5.3	-7.0
CCCn1cc(S(=O)(=O)c2ccc(C)cc2)c(=O)c2cc(OCC)ccc21	-5.1	32.4	9.3	3.5	-6.2	1.7	-4.1	-0.8

Brought forward from above: three entries, then new ones.
SMILES	UBC13 inh	Gli-Sufu block	697 NFkB inh	SENP7 inh	HKDC1 inh	Jurkat NFkB inh	Apaf-1 inh	SENP8 inh
O=C(Nc1ccc(Br)cc1)c1ccc2ncsc2c1	10.2	-109.0	-111.4	-0.6	6.9	-29.1	1.6	2.2
CCN(CC)CCCn1c2c(c(SCC(=O)N3CCc4ccccc43)nc1=O)CCC2	-1.3	17.8	10.7	-7.9	-2.4	14.4	5.3	-7.0
CCCn1cc(S(=O)(=O)c2ccc(C)cc2)c(=O)c2cc(OCC)ccc21	-5.1	32.4	9.3	3.5	-6.2	1.7	-4.1	-0.8
CC1=C(C(=O)OCC(C)C)C(c2ccsc2)NC(=O)N1 (configuration not stated)	-0.8	8.3	23.8	-3.9	2.6	-6.5	14.8	6.5
COC(=O)c1cccc(N(CC(=O)NC2CCCCC2)C(=O)CNC(=O)c2cccs2)c1	4.0	-15.1	13.4	-2.4	-4.0	3.3	-1.4	-4.2
CS(=O)(=O)N(CC(=O)Nc1ccc2c(c1)OCCO2)Cc1ccc(Cl)cc1	-3.4	2.4	1.3	2.3	-2.8	-5.0	12.0	2.2
Cc1cc(/C=N/NC(=O)COc2cccc3cccnc23)c(C)n1-c1ccc(O)cc1	2.4	-6.7	16.8	4.8	-13.1	11.9	2.2	-6.7
COCCN(C(=O)c1ccccc1F)c1nc(-c2ccc(OC)cc2)cs1	-1.3	-17.6	-38.6	6.8	4.0	-43.3	15.1	2.9
C=CCNc1oc(C2CCCC2)nc1C#N	-3.8	1.2	4.8	2.4	-4.2	8.2	0.7	-1.1
CC(C)CC(O)C1CCN(C(=O)CCc2nnc(-c3ccccc3)o2)CC1 (configuration not stated)	-3.5	32.0	-12.9	3.8	-0.8	0.8	-6.8	-4.9
CCn1c(=O)c(C(=O)CN2CCOCC2)c(N)n(Cc2ccccc2)c1=O	2.1	2.5	-22.6	-13.0	-4.3	-17.8	4.4	-6.9
COCc1cc(C)nc(SCc2ccccc2)c1C#N	5.4	8.6	-18.9	5.6	-2.7	5.4	10.6	0.3
O=C(COc1ccccc1Cl)NCCNC(=O)c1cnccn1	2.7	-7.9	26.5	0.6	-10.1	17.9	-2.8	-0.1
O=C(CNC(=S)N(Cc1ccccc1Cl)C1CCCC1)NCCN1CCOCC1	-15.5	3.6	8.8	-14.0	-0.9	2.2	-1.7	2.6
CCn1c(SCc2ccc(C(=O)OC)o2)nnc1-c1c[nH]c2ccccc12	6.1	7.6	14.4	-7.8	-2.2	-0.9	16.6	-11.0
O=C(Nc1nnc(COc2ccccc2)s1)Nc1ccccc1F	-2.8	9.7	15.5	3.8	-1.3	7.2	-3.5	1.4
